NSD2 inh: inhibitors of human NSD2 methyltransferase; actives 0.07% (n = 44,000); NSD2-SET H3K36me1 DELFIA fluorescence, biochemical; inhibition, % at 12.5 µM; O96028; AID 624260; in the data active = inhibition above about 54%, passing the limit was not always enough;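 also: inhibitors reduce the monomethyl H3K36 fluorescence signal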
Target sequence (O96028 whole entry, looked up): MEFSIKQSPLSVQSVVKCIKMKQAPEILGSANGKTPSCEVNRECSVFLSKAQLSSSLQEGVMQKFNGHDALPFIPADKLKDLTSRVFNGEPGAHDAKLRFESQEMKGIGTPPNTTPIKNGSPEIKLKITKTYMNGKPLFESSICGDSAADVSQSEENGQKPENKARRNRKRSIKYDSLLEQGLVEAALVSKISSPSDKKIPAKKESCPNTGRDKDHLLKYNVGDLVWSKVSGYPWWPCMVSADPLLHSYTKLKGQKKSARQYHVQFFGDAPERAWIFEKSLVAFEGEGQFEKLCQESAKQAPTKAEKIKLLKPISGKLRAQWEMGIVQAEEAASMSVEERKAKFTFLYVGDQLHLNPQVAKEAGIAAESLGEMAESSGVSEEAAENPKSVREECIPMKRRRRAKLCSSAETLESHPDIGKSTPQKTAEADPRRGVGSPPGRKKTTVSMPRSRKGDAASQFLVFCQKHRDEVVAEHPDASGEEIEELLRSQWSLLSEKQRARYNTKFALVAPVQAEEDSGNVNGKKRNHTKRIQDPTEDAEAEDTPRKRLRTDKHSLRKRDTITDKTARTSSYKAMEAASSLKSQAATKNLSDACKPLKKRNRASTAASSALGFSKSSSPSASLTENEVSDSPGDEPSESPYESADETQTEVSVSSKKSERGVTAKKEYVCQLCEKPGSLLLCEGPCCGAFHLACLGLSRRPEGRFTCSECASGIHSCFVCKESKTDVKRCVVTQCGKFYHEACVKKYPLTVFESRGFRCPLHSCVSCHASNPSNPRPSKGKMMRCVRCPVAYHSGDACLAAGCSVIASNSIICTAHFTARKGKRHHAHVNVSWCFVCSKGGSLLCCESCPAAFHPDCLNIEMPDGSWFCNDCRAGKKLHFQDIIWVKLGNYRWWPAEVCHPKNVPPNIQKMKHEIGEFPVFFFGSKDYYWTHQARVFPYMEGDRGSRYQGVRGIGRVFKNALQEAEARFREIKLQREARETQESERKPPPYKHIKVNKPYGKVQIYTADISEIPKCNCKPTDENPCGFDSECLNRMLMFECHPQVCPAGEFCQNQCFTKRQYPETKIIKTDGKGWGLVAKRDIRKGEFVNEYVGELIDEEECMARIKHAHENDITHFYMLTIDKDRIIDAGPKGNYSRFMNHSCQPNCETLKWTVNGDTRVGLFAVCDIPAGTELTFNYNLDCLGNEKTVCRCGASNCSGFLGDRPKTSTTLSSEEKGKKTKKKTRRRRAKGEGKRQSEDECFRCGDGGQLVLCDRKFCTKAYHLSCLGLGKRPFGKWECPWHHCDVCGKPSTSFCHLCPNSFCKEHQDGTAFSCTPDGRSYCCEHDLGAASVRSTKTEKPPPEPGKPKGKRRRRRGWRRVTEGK
Active calls of the source: *.

SMILES	NSD2 inh
C[C@H]1CN([C@@H](C)CO)C(=O)c2cccc(NC(=O)NC3CCCCC3)c2O[C@H]1CN(C)S(=O)(=O)c1ccccc1	7
C[C@@H]1CN([C@@H](C)CO)C(=O)c2cc(-c3ccccc3)cnc2O[C@H]1CN(C)C(=O)C1CCOCC1	6
O=C(CCCCCCC(=O)Nc1ccccc1O)N/N=C/c1nccs1	6
C[C@H](CO)N1C[C@H](C)[C@H](CN(C)C(=O)C2CC2)Oc2cc(-c3ccncc3)ccc2S1(=O)=O	1
Cc1noc(C)c1S(=O)(=O)Nc1ccc2c(c1)CC(=O)N([C@H](C)CO)C[C@@H](C)[C@H](CN(C)C(=O)Nc1ccc3c(c1)OCO3)O2	-5
C[C@H]1CN([C@@H](C)CO)C(=O)c2cc(C#CCC3CCCC3)cnc2O[C@@H]1CN(C)Cc1ccccn1	14
C[C@H]1CN([C@@H](C)CO)C(=O)c2cc(Br)cnc2O[C@H]1CN(C)Cc1ccc2c(c1)OCO2	3
Cc1noc(C)c1NC(=O)N(C)C[C@H]1Oc2ccc(NC(=O)CCCCCC(=O)Nc3ccccc3N)cc2C(=O)N([C@@H](C)CO)C[C@H]1C	0
C[C@@H]1CCCCO[C@@H](CN(C)Cc2ccncc2)[C@H](C)CN([C@H](C)CO)C(=O)c2cc(NC(=O)Nc3cccc4ccccc34)ccc2O1	2
CC(C)C#Cc1ccc2c(c1)O[C@H](CN(C)C(=O)CC1CC1)[C@@H](C)CN([C@H](C)CO)S2(=O)=O	-2
COc1ccc(S(=O)(=O)N(C)C[C@H]2Oc3c(NC(=O)c4nc5ccccc5s4)cccc3C(=O)N([C@H](C)CO)C[C@H]2C)cc1	2
C[C@@H]1CN([C@H](C)CO)C(=O)c2cc(NC(=O)C3CCCCC3)ccc2O[C@@H](C)CCCCO[C@H]1CN(C)S(=O)(=O)c1cccs1	-4
C[C@@H]1CN([C@H](C)CO)C(=O)c2cc(NC(=O)C3CCCCC3)ccc2O[C@@H]1CN(C)S(C)(=O)=O	0
C[C@@H]1CN([C@@H](C)CO)C(=O)c2cc(NS(C)(=O)=O)ccc2O[C@@H]1CN(C)C(=O)NC1CCCCC1	-5
Cc1noc(C)c1NC(=O)N(C)C[C@H]1Oc2c(NS(=O)(=O)c3cn(C)cn3)cccc2C(=O)N([C@@H](C)CO)C[C@H]1C	-6
C[C@H](CO)N1C[C@H](C)[C@H](CN(C)CC2CCOCC2)Oc2ncc(C#CCc3ccccc3)cc2C1=O	-3
CC(C)NC(=O)Nc1ccc2c(c1)C(=O)N([C@H](C)CO)C[C@H](C)[C@@H](CN(C)C(=O)CCC(F)(F)F)OCCCC[C@H](C)O2	14
O=S(=O)(c1cccc2c(Cl)cccc12)N1CCCNCC1	2
COc1ccc(S(=O)(=O)N(C)C[C@H]2Oc3ccc(NC(=O)NC(C)C)cc3CC(=O)N([C@@H](C)CO)C[C@@H]2C)cc1	0
C[C@H]1CN([C@@H](C)CO)C(=O)c2cc(N(C)C)ccc2O[C@@H]1CN(C)S(=O)(=O)c1ccccc1	3

4 entries already listed, sorted by SMILES length, high to low.
SMILES	NSD2 inh
C[C@@H]1CN([C@H](C)CO)C(=O)c2cc(NC(=O)C3CCCCC3)ccc2O[C@@H](C)CCCCO[C@H]1CN(C)S(=O)(=O)c1cccs1	-4
COc1ccc(S(=O)(=O)N(C)C[C@H]2Oc3ccc(NC(=O)NC(C)C)cc3CC(=O)N([C@@H](C)CO)C[C@@H]2C)cc1	0
CC(C)C#Cc1ccc2c(c1)O[C@H](CN(C)C(=O)CC1CC1)[C@@H](C)CN([C@H](C)CO)S2(=O)=O	-2
C[C@H]1CN([C@@H](C)CO)C(=O)c2cc(Br)cnc2O[C@H]1CN(C)Cc1ccc2c(c1)OCO2	3

A few values from the entries so far.
Under NSD2 inh, COc1ccc(S(=O)(=O)N(C)C[C@H]2Oc3ccc(NC(=O)NC(C)C)cc3CC(=O)N([C@@H](C)CO)C[C@@H]2C)cc1 reads 0
Under NSD2 inh, Cc1noc(C)c1S(=O)(=O)Nc1ccc2c(c1)CC(=O)N([C@H](C)CO)C[C@@H](C)[C@H](CN(C)C(=O)Nc1ccc3c(c1)OCO3)O2 reads -5
Under NSD2 inh, Cc1noc(C)c1NC(=O)N(C)C[C@H]1Oc2c(NS(=O)(=O)c3cn(C)cn3)cccc2C(=O)N([C@@H](C)CO)C[C@H]1C reads -6

Next part:
SMILES	NSD2 inh
C[C@H]1CCCCO[C@@H](CN(C)S(=O)(=O)c2ccc(Cl)cc2)[C@@H](C)CN([C@@H](C)CO)C(=O)c2cc(NS(=O)(=O)c3ccc(Cl)cc3)ccc2O1	-1
C[C@H](CO)N1C[C@H](C)[C@H](CN(C)C(=O)Nc2ccccc2)Oc2ccc(NC(=O)CCC(F)(F)F)cc2CC1=O	2
CNC[C@@H]1OCCCC[C@@H](C)Oc2ccc(NC(=O)Nc3cccc4ccccc34)cc2C(=O)N([C@H](C)CO)C[C@H]1C	9
COc1ccc(NC(=O)Nc2ccc3c(c2)C(=O)N([C@H](C)CO)C[C@@H](C)[C@H](CN(C)Cc2ccc(Oc4ccccc4)cc2)O3)cc1	3
Cc1ccc(S(=O)(=O)Nc2cccc3c2O[C@H](CN(C)Cc2ccc(Cl)c(Cl)c2)[C@@H](C)CN([C@@H](C)CO)C3=O)cc1	5
Cc1ccc(S(=O)(=O)Nc2ccc3c(c2)C(=O)N([C@H](C)CO)C[C@@H](C)[C@@H](CN(C)C(=O)Nc2ccccc2)OCCCC[C@@H](C)O3)cc1	6
CCCNC(=O)C[C@H]1C[C@H]2c3cc(NC(=O)NC4CCCC4)ccc3O[C@H]2[C@H](CO)O1	-4
Cc1ccc(S(=O)(=O)N(C)C[C@@H]2Oc3ccc(NC(=O)C4CC4)cc3CC(=O)N([C@@H](C)CO)C[C@@H]2C)cc1	-3
C[C@@H]1CN([C@@H](C)CO)C(=O)c2cc(NC(=O)c3ccncc3)ccc2O[C@H]1CN(C)Cc1ccncc1	1
C[C@@H]1CN([C@H](C)CO)C(=O)Cc2cc(NC(=O)CCC(F)(F)F)ccc2O[C@@H]1CN(C)S(C)(=O)=O	5
Cc1ccc(S(=O)(=O)N(C)C[C@H]2Oc3c(NC(=O)Nc4ccc(C(F)(F)F)cc4)cccc3C(=O)N([C@@H](C)CO)C[C@H]2C)cc1	-7
O=C(C[C@@H]1C[C@@H]2c3cc(NC(=O)c4cccnc4)ccc3O[C@@H]2[C@@H](CO)O1)NCCN1CCCCC1	-2
COc1ccc(NC(=O)Nc2ccc3c(c2)[C@@H]2C[C@@H](CC(=O)N(C)C)O[C@@H](CO)[C@@H]2O3)cc1	1
CC(C)NC(=O)N(C)C[C@H]1Oc2ncc(C3=CCCCC3)cc2C(=O)N([C@@H](C)CO)C[C@H]1C	-8
COc1ccc(S(=O)(=O)Nc2ccc3c(c2)C(=O)N([C@H](C)CO)C[C@H](C)[C@H](CN(C)Cc2ccccc2)OCCCC[C@H](C)O3)cc1	5
CCCC(O)C#Cc1cnc2c(c1)C(=O)N([C@H](C)CO)C[C@H](C)[C@H](CN(C)S(C)(=O)=O)O2 (stereo not given in full)	4
Cc1noc(C)c1S(=O)(=O)Nc1ccc2c(c1)CC(=O)N([C@@H](C)CO)C[C@H](C)[C@@H](CN(C)S(=O)(=O)c1ccc(Cl)cc1)O2	-2
C[C@@H]1CN([C@H](C)CO)C(=O)c2cc(-c3cccnc3)cnc2O[C@H]1CN(C)C(=O)NC1CCCC1	-2
C[C@H]1CN([C@@H](C)CO)C(=O)c2cc(C#Cc3cccc(F)c3)cnc2O[C@@H]1CN(C)Cc1ccccn1	9
Cc1noc(C)c1S(=O)(=O)Nc1ccc2c(c1)C(=O)N([C@@H](C)CO)C[C@@H](C)[C@H](CN(C)CC1CC1)O2	0
Cc1noc(C)c1S(=O)(=O)Nc1ccc2c(c1)CC(=O)N([C@H](C)CO)C[C@H](C)[C@H](CN(C)C(=O)NC(C)C)O2	-2
C[C@H](CO)N1C[C@H](C)[C@@H](CN(C)S(=O)(=O)c2cn(C)cn2)Oc2c(NS(C)(=O)=O)cccc2C1=O	-3
C[C@@H]1CN([C@@H](C)CO)C(=O)Cc2cc(NC(=O)Nc3ccc(C(F)(F)F)cc3)ccc2O[C@H]1CN(C)Cc1ccc(-c2ccccc2)cc1	2
C[C@H](CO)N1C[C@H](C)[C@@H](CN(C)Cc2ccncc2)Oc2ccc(NC(=O)c3ccncc3)cc2CC1=O	-1
C[C@@H]1CN([C@H](C)CO)C(=O)c2cc(NS(=O)(=O)c3ccc(Cl)cc3)ccc2O[C@H]1CN(C)CC1CC1	6
C[C@@H]1CN([C@@H](C)CO)C(=O)c2cc(NC(=O)CCCN(C)C)ccc2O[C@@H](C)CCCCO[C@H]1CN(C)C(=O)Nc1ccc2c(c1)OCO2	2
C[C@H]1CN([C@@H](C)CO)S(=O)(=O)c2ccc(C#Cc3ccccc3)cc2O[C@H]1CN(C)C(=O)Cc1ccccn1	-4
COc1ccc(NC(=O)Nc2ccc3c(c2)C(=O)N([C@H](C)CO)C[C@@H](C)[C@H](CN(C)Cc2ccccc2)OCCCC[C@H](C)O3)cc1	3
C[C@@H]1CN([C@H](C)CO)C(=O)c2cc(NC(=O)c3ccncc3)ccc2O[C@@H]1CN(C)Cc1ccc(Cl)c(Cl)c1	-6
C[C@H]1CN([C@@H](C)CO)C(=O)c2cc(NS(=O)(=O)c3ccc(Cl)cc3)ccc2O[C@H]1CN(C)S(=O)(=O)c1cn(C)cn1	1
C[C@@H]1CN([C@H](C)CO)C(=O)c2cc(-c3cncnc3)cnc2O[C@H]1CN(C)Cc1ccncc1	-2
CC(C)CC#Cc1cnc2c(c1)C(=O)N([C@@H](C)CO)C[C@@H](C)[C@@H](CN(C)C(=O)CN1CCOCC1)O2	-1
Cc1noc(C)c1S(=O)(=O)N(C)C[C@H]1Oc2ccc(NS(=O)(=O)c3cccs3)cc2C(=O)N([C@@H](C)CO)C[C@H]1C	-2
C[C@H]1CN([C@@H](C)CO)C(=O)c2cccc(NC(=O)Nc3ccc(C(F)(F)F)cc3)c2O[C@H]1CN(C)C(=O)Nc1ccc2c(c1)OCO2	-6
Cc1noc(C)c1NC(=O)N(C)C[C@H]1OCCCC[C@@H](C)Oc2ccc(NC(=O)CCC(F)(F)F)cc2C(=O)N([C@@H](C)CO)C[C@H]1C	5
C[C@@H]1CN([C@@H](C)CO)C(=O)Cc2cc(NC(=O)Cc3ccccc3)ccc2O[C@H]1CN(C)C(=O)NC1CCCCC1	-5
COc1ccc(CN(C)C[C@H]2OCCCC[C@@H](C)Oc3ccc(NC(=O)Nc4c(C)noc4C)cc3C(=O)N([C@H](C)CO)C[C@H]2C)cc1	-1
C[C@H]1CN([C@@H](C)CO)C(=O)c2cccc(NS(=O)(=O)c3ccc(F)cc3)c2O[C@@H]1CN(C)Cc1ccc(Oc2ccccc2)cc1	-7
CC(C)NC(=O)N(C)C[C@@H]1Oc2ccc(NC(=O)Nc3ccc(F)cc3)cc2CC(=O)N([C@H](C)CO)C[C@H]1C	1
O=C(C[C@H]1C[C@H]2c3cc(NC(=O)C4CCOCC4)ccc3O[C@H]2[C@@H](CO)O1)NC1CCCCC1	1

An excerpt of these results, as a markdown table:
| canonical_smiles | NSD2 inh |
| --- | --- |
| C[C@H](CO)N1C[C@H](C)[C@@H](CN(C)Cc2ccncc2)Oc2ccc(NC(=O)c3ccncc3)cc2CC1=O | -1 |
| Cc1noc(C)c1NC(=O)N(C)C[C@H]1OCCCC[C@@H](C)Oc2ccc(NC(=O)CCC(F)(F)F)cc2C(=O)N([C@@H](C)CO)C[C@H]1C | 5 |
| C[C@H](CO)N1C[C@H](C)[C@@H](CN(C)S(=O)(=O)c2cn(C)cn2)Oc2c(NS(C)(=O)=O)cccc2C1=O | -3 |
| Cc1noc(C)c1S(=O)(=O)Nc1ccc2c(c1)CC(=O)N([C@H](C)CO)C[C@H](C)[C@H](CN(C)C(=O)NC(C)C)O2 | -2 |

Next structures:
SMILES	NSD2 inh
Cc1noc(C)c1C(=O)N(C)C[C@H]1OCc2ccccc2-c2c(n(C)c3ccccc23)C(=O)N([C@@H](C)CO)C[C@H]1C	-3
C[C@@H]1CN([C@H](C)CO)C(=O)c2cc(NC(=O)CCCN(C)C)ccc2O[C@H]1CN(C)S(C)(=O)=O	-2
CNC[C@H]1OCCCC[C@@H](C)Oc2ccc(N)cc2C(=O)N([C@H](C)CO)C[C@@H]1C	6
C[C@H](CO)N1C[C@H](C)[C@@H](CN(C)Cc2ccc(Cl)c(Cl)c2)Oc2c(NS(=O)(=O)c3cn(C)cn3)cccc2C1=O	-3
COc1cccc(-c2cnc3c(c2)C(=O)N([C@H](C)CO)C[C@H](C)[C@H](CN(C)C(=O)Nc2ccc4c(c2)OCO4)O3)c1	2
Cc1ccc(S(=O)(=O)N(C)C[C@@H]2Oc3c(NC(=O)C4CC4)cccc3C(=O)N([C@H](C)CO)C[C@@H]2C)cc1	3
COc1ccc(NC(=O)N(C)C[C@H]2OCCCC[C@@H](C)Oc3ccc(NC(=O)CCC(F)(F)F)cc3C(=O)N([C@@H](C)CO)C[C@@H]2C)cc1	-1
C=CCNC(=O)[C@H]1[C@@H]2C(=O)O[C@@H](c3ccccc3)[C@@H](c3ccccc3)N2[C@@H](c2ccccc2OCCO)[C@]12C(=O)Nc1ccccc12	-8
C[C@H](CO)N1C[C@H](C)[C@H](CN(C)Cc2ccccc2)OCCCC[C@H](C)Oc2ccc(NC(=O)Nc3ccc4c(c3)OCO4)cc2C1=O	0
CC(=O)OC[C@@]12C(=O)C[C@@H](C)[C@]3(C[C@@H](c4ccoc4)OC3=O)[C@H]1CC[C@H](O)[C@]21CO1	0
C[C@H]1CN([C@@H](C)CO)C(=O)Cc2cc(NC(=O)Cc3ccccc3)ccc2O[C@@H]1CN(C)Cc1ccccc1	4
C[C@@H]1O[C@@H](O[C@H]2[C@@H]3C=CO[C@@H](O[C@@H]4O[C@H](CO)[C@@H](O)[C@H](O)[C@H]4O)[C@@H]3[C@@]3(CO)O[C@@H]23)[C@H](OC(=O)/C=C/c2ccccc2)[C@H](O)[C@H]1O	0
C[C@H](CO)N1C[C@H](C)[C@@H](CN(C)Cc2cncnc2)Oc2cc(-c3ccccc3)ccc2S1(=O)=O	2
C[C@@H]1CCCCO[C@H](CN(C)C(=O)Nc2ccc(C(F)(F)F)cc2)[C@H](C)CN([C@H](C)CO)C(=O)c2cc(NS(=O)(=O)c3cccs3)ccc2O1	-7

Source: PubChem BioAssay

The list is partial, so the mix of outcomes need not match the whole.
